GASC-1 inh: human JMJD2C demethylase inhibition; Q9H3R0; GST-JMJD2C(1-420) H3K9me3 demethylation, DELFIA europium; inhibition, % at 2.35 µM; actives 0.069% (n = 330,000); AID 2099;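 active = more than half of a compound's replicate wells show inhibition beyond 50%, single wells judged on their own value; inconclusive = some, but no more than half, of replicates pass 50% inhibition; inactive = no replicate passes 50% inhibition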;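 note: signal counts dimethyl H3K9 product captured on neutravidin plate; 0% = median of DMSO wells and 100% = 0.3 times that DMSO median; strong numbers were not always called active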
Efflux pump inh: antifungal efflux pump inhibition, Nile Red retention; actives 0.44% (n = 330,000); S. cerevisiae Candida pump triplex; inhibition, % at 10 µM; AID 485275;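 active = plate passing quality check with inhibition over a set limit, or well fluorescence over plate mean plus 4 SD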;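 note: Nile Red retained in pooled yeast measured as flow cytometry median fluorescence; 0% = buffer negative control and 100% = Enniatin B positive control; higher means more Nile Red kept so more efflux inhibition; some compounds called inactive have numbers as strong as hits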
PP5 primary: blocks human protein phosphatase 5 activity; AID 1987; purified PP5c, OMFP substrate fluorescence; inhibition, % at 6.7 µM; actives 0.18% (n = 320,000);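 active = inhibition above the campaign's mean inhibition across all tested compounds plus 3 SD, cut at about 9.5% in these data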;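 note: 0% = DMSO only and 100% = 100 µM cantharidin control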
Target sequence (P53041 whole entry, looked up): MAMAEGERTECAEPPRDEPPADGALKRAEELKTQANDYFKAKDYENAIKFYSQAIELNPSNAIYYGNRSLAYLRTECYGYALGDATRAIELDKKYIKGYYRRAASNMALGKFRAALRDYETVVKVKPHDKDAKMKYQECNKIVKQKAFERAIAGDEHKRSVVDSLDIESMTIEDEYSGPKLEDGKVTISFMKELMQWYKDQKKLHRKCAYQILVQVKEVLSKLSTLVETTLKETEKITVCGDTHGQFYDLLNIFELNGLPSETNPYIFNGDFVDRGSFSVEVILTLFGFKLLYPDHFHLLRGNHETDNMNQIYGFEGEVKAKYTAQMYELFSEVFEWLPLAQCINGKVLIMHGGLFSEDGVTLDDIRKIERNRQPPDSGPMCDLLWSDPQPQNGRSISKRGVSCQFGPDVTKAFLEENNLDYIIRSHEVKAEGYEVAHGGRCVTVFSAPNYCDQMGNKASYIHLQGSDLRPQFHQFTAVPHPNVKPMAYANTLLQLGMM
CTSL1 counter: blocks F. hepatica cathepsin L1 in PFM18AAP counter-screen; recombinant F. hepatica cathepsin L1, Z-Leu-Arg-MCA fluorescence; inhibition, % at 5.96 µM; actives 0.49% (n = 300,000);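 active = inhibition above the mean of all tested compounds plus 3 SD, set per screening campaign, cut at about 17% in these data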;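 note: 0% = plate median of test compound wells and 100% = 1 µM Z-Phe-Ala-diazomethylketone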
LYPLA2 counter: blocks human lysophospholipase 2, a PME1 counter-screen | inhibition, % at 5.9 µM | actives 0.38% (n = 320,000) | AID 2177 | recombinant LYPLA2, FP-Rh probe fluorescence polarization | O95372;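 active = inhibition above the screen-wide mean plus 3 SD, limit set per campaign, cut at about 26% in these data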;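 note: 0% = LYPLA2 with DMSO and 100% = wells lacking LYPLA2 enzyme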
Target sequence (O95372 whole entry, looked up): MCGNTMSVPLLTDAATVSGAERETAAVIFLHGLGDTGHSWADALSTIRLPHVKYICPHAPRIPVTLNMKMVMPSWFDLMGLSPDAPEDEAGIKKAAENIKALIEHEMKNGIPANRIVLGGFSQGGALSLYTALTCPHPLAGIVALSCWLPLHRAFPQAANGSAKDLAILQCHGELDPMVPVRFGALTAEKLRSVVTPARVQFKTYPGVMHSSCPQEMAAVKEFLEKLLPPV
PP1 counter: counter-screen for PP5 inhibitors: inhibitors of human PP1-alpha. purified PP1alpha, OMFP fluorescence. inhibition, % at 6.7 µM. actives 0.9% (n = 320,000). AID 2235;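 active = inhibition above the mean inhibition of all tested compounds plus 3 SD, computed separately for each screening campaign, cut at about 15% in these data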
Target sequence (P62136 whole entry, looked up): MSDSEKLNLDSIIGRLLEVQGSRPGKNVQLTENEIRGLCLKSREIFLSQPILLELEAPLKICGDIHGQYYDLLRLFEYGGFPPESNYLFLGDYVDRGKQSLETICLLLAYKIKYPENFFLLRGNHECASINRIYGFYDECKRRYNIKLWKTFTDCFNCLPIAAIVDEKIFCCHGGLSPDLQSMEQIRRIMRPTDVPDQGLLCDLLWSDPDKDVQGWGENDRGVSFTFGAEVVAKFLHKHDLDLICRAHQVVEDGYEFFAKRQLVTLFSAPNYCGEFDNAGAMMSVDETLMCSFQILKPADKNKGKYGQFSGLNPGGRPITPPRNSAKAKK
core dimer inh: blocks dimerization of HCV core protein; inhibition, % at 5 µM; TR-FRET GST/Flag-core106 dimerization, 1536-well; actives 0.33% (n = 300,000); AID 1899;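 active = inhibition above the mean of all tested compounds plus 3 SD, set per screening campaign, cut at about 45% in these data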
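Material: Tagged HCV core106 pair (GST and Flag) | Amount: GST-core106 13.5 nM, Flag-core106 17 nM | Medium: KF-containing HEPES buffer, pH 7.45, DTT, CHAPS, BSA | Reagent: Eu donor and XL665 acceptor anti-tag antibodies | Schedule: 4 h at 22.5 °C | Technique: Time-resolved FRET, ex 340 nm, em 617 and 671 nm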
PREPL inhibitor: inhibitors of human prolyl oligopeptidase-like enzyme PREPL; Q4J6C6; recombinant PREPL, fluorescence polarization activity-based probe; inhibition, % at 5.96 µM; actives 0.68% (n = 320,000); in the data active = inhibition above about 43%;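 note: 0% = enzyme with DMSO and 100% = wells lacking enzyme; many of its hits are not listed in these tables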
TPT1 inhibitor: inhibitors of Candida albicans tRNA 2'-phosphotransferase TPT1 | recombinant caTPT1, FP RNA substrate dephosphorylation | inhibition, % at 5 µM | actives 0.81% (n = 300,000) | AID 1962;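 active = inhibition above the mean of all tested compounds plus 3 SD, set per screening campaign, cut at about 24% in these data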;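 note: plate controls were DMSO alone for no effect and ferristatin control at 100 nM for full effect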
The depositor's hits bear a star; ? = inconclusive; · = not tested or not shown; & = joins results of further samples. Not all compounds are listed (hit frequency here may not be typical).

SMILES | GASC-1 inh | Efflux pump inh | PP5 primary | CTSL1 counter | LYPLA2 counter | PP1 counter | core dimer inh | PREPL inhibitor | TPT1 inhibitor
Cc1cccc(C(=O)NCC(=O)OCC(=O)NCCNC(=O)COC(=O)CNC(=O)c2cccc(C)c2)c1 | 1 | -0.1 | -0.6 | 5 | 2 | -4 | -2 | 7 | -2
Cc1nc2c(sc(=S)n2Cc2ccco2)c(=O)n1CC(=O)Nc1ccccc1F | -43 | -0.2 | 2.0 | 1 | -8 | -2 | 18 | 7 | -2
OCCN1CCN(C(=S)Nc2ccc(SC(F)F)cc2)CC1 | 3 | -0.1 | -0.3 | 0 | 2 | -1 | -1 | 8 | 2
CCC(=O)Nc1ccc(Cl)c(NC(=S)NC(=O)COc2ccc(Cl)cc2)c1 | -10 | 0.2 | -5.6 | 0 | -5 | -4 | 1 | -1 | -2
COCCNC(=O)C(=O)NCC1OCCN1C(=O)c1ccc(Cl)cc1 (stereo not given) | -1 | 0.0 | 1.8 | 0 | -1 | -2 | -12 | 1 | 0
COCCC(=O)N1CCCC(CCC(=O)NCc2ccc(F)c(F)c2)C1 (stereo not given) | 5 | -0.1 | -1.8 | 4 | 12 | -2 | -2 | 14 | -4
COc1ccccc1C(=O)COC(=O)c1cccc(S(=O)(=O)N2CCCC2)c1 | -11 | -0.5 | 3.2 | -11 | -4 | 4 | 8 | -5 | 3
Cc1ccc(NC2SC(=O)N(Cc3cccc(C(=O)O)c3)C2=O)cc1 (stereo not given) | -2 | 0.0 | -0.6 | -2 | -3 | 3 | -1 | -1 | 5
Cc1nc(C)c(/C(O)=C/c2nc3ccccc3oc2=O)s1 | 6 | -0.4 | -1.9 | 4 | -2 | 1 | -3 | 7 | 2
CCc1c(C)[nH]c2ccccc2c1=O | · | 0.1 | 0.8 | 1 | -5 | -2 | -2 | 2 | -5
Cc1ccc(CNC(=O)C(=O)NCCCn2ccnc2)cc1 | -5 | -0.1 | 3.0 | -1 | -3 | 0 | -2 | 9 | 1
Cc1cc(C)c2c(N)c(C(=O)Nc3ccc(C)c(C)c3)sc2n1 | -42 | 0.0 | 3.6 | 4 | 2 | 3 | 8 | 10 | -1
O=C(CN(C(=O)CCC(=O)Nc1nccs1)c1ccc(F)c(Cl)c1)NCc1ccco1 | -5 | -0.1 | 0.0 | -1 | 2 | -2 | -8 | -4 | -7
Cc1c(NC(=O)C(C)OC(=O)CCc2c[nH]c3ccccc23)c(=O)n(-c2ccccc2)n1C (stereo not given) | -5 | 0.0 | -0.5 | 1 | -7 | 0 | -1 | -2 | 1
O=S(=O)(Cc1cc(-c2ccccc2Cl)no1)c1ccccc1 | -4 | 0.0 | 1.3 | 5 | 6 | -3 | -1 | -12 | 0
COCCn1c(SCC(=O)Nc2ccc3c(c2)OCCO3)nnc1C(C)C | 3 | 0.5 | 1.2 | -2 | 6 | 2 | -6 | 3 | -5
Cc1cn2c(N)c(/C=C3\C=Nc4ccccc43)c(=O)nc2s1 | -8 | 0.1 | 0.3 | 4 | -9 | -4 | 1 | -4 | -2
O=C(N/C=C\n1cnc2cc(C(F)(F)F)ccc21)c1ccc([N+](=O)[O-])cc1 | -5 | 0.0 | -2.0 | 3 | 0 | 0 | 1 | 2 | -5
CCN(Cc1ccccc1)C(=O)c1nn(-c2ccc(OC)cc2)c(=O)c2c1c1ccccc1n2C | -2 | 0.0 | 3.4 | 0 | -10 | 1 | 22 | 1 | 1
COc1ccc(N(CC(=O)NN=C2CCCCCCC2)S(=O)(=O)c2ccccc2)cc1 | 0 | 0.0 | 0.9 | 4 | -4 | -2 | 7 | -21 | 1
COc1ccc(CCNC(=O)c2ccc3c(c2)N(Cc2ccc(C)cc2)CCS3)cc1OC | 2 | 0.1 | 4.3 | 2 | 1 | 4 | 12 | 21 | -1
CN(C1(C)CCS(=O)(=O)C1)S(=O)(=O)c1cccc([N+](=O)[O-])c1 (stereo not given) | -3 | -0.1 | 0.0 | 1 | 3 | -5 | 2 | 7 | -1
CCN1CCN(C(=O)Cn2nc(C)c3sc4ccccc4c3c2=O)CC1 | 19 | 0.1 | 1.2 | -1 | 7 | 4 | 7 | -1 | 0
COc1cc(/C=C2\C(=O)N(c3ccc(S(N)(=O)=O)cc3)N=C2C)ccc1OC(=O)c1ccco1 | ? | 0.3 | 9.0 | -1 | 1 | 1 | 7 | 54* | 1
CC1CCN(C(=O)/C(=C\c2ccccc2)NC(=O)c2ccccc2)CC1 | -7 | -0.1 | -1.2 | 1 | 0 | 1 | 2 | 2 | 3
COc1cc(C(=O)NCc2ccc(-n3cccc3)cc2)cc(OC)c1OC | -12 | 0.1 | 2.2 | 1 | -8 | 0 | -1 | 21 | 1
O=C(CN1C(=O)S/C(=C\c2ccc(Cl)cc2)C1=O)NC1C=CS(=O)(=O)C1 (stereo not given) | -20 | -0.2 | 1.6 | -3 | 4 | -2 | 3 | 26 | -3
CCC(C)(C)n1nnnc1C(c1cccs1)N1CCN(c2nc3ccccc3s2)CC1 (stereo not given) | -2 | 0.1 | 0.5 | 0 | -2 | -4 | 10 | 30 | 0
CN(C)CCNC(=O)c1c(O)c2c([nH]c1=O)CCCC2 | 5 | 0.0 | -1.5 | -1 | -5 | 1 | -5 | -2 | 37*
COc1ccc(Nc2nnc(SCC(=O)NC3CC3)s2)cc1 | -2 | 0.1 | -1.5 | · | 6 | -4 | · | 6 | ·
COc1cc(NC(=O)CCc2nnc3ccc(N4CCCC4)nn23)cc(OC)c1OC | 30 | 0.0 | 1.4 | -5 | 4 | 11 | 3 | 0 | 0
COc1ccc(CCn2c(-c3ccc(OC)cc3)nc3c(c(=O)c4ccccc4n3C)c2=O)cc1 | -1 | 0.0 | -0.9 | -1 | -5 | -2 | 9 | 4 | -5
Cc1ccc(NC(=O)Nc2cccc(C)n2)cc1 | 7 | -0.1 | 1.4 | -1 | -1 | 2 | -3 | 3 | -2
COc1ccc(CN2[C@@H](CC(=O)O)c3cc(C(F)(F)F)ccc3S2(=O)=O)cc1 | -2 | 0.0 | 4.4 | -3 | -1 | 2 | -11 | 6 | -1
O=C(CSc1ccccc1)N1CCN(S(=O)(=O)c2cccs2)CC1 | 3 | 2.3 | 0.5 | 0 | 2 | 3 | -2 | 3 | -4
Cc1cccc(C)c1NC(=O)COC(=O)C1CC(=O)N(Cc2ccccc2)C1 (stereo not given) | -5 | 0.1 | -1.7 | -31 | 16 | 0 | 5 | 4 | 3
CC1(C)COC(c2cccn2Cc2ccc(F)cc2Cl)=N1 | 26 | -0.1 | 2.7 | -1 | -1 | -2 | 1 | -3 | -2
Cc1cccc(CCNC(=O)CNS(=O)(=O)c2ccc3nc(C)sc3c2)c1 | 1 | 0.0 | 0.6 | 2 | 7 | -1 | -15 | 14 | -3
COc1cccc(C2C(C#N)=C(N)Oc3c2oc(CO)cc3=O)c1OC (stereo not given) | -5 | 0.0 | 2.8 | 6 | 9 | 3 | -5 | -1 | 1
CCOC(=O)c1c(/N=C/c2ccc(O)cc2O)sc2c1CCC2 | 8 | 0.0 | 0.4 | 1 | 2 | -4 | 38 | 4 | 8
Cc1cc(C)cc(NC(=O)CSc2nnc(NC(=O)C3CC3)s2)c1 | 8 | 0.0 | 4.1 | -5 | -4 | 0 | 8 | -14 | -2
CSc1nc(-c2ccccc2)nn1S(=O)(=O)c1ccccc1 | 25 | -0.3 | 1.7 | 0 | 5 | 0 | -9 | -9 | -4
O=C(O)CSc1nnnn1C1CCCCC1 | 26 | -0.1 | -0.4 | 0 | 3 | -2 | 5 | -1 | 0
Cc1ccc(NC(=O)Cn2c([N+](=O)[O-])cnc2C)cc1 | -1 | -0.1 | 1.0 | -1 | 12 | -3 | -5 | -3 | -1
C[N+]1(CN2C(=O)C3C4C=CC(C4)C3C2=O)CCCCC1 (stereo not given) | -4 | -0.1 | -0.7 | 2 | 11 | -3 | -3 | 4 | -5
c1ccc2oc(-c3ccc(Nc4nc(N5CCCCC5)nc(N5CCOCC5)n4)cc3)nc2c1 | 3 | -0.2 | 0.7 | 0 | 6 | -3 | -25 | 1 | 0
COc1ccc(C[C@H]2CN3C(=NC[C@@H]3C(C)C)N2CCNC(=O)c2ccc(C)c(Br)c2)cc1 | -12 | 0.5 | 4.7 | -2 | 1 | 3 | -6 | 27 | 0
Cc1ccc(C[n+]2cccc(-c3ccccc3)c2)c(C)c1 | 13 | 0.0 | -0.4 | 9 | 1 | 7 | -12 | 20 | -6
Cc1cc(C)cc(N(CC(=O)NCc2ccccc2)C(=O)CCC(=O)Nc2ccccn2)c1 | 8 | 0.1 | 2.6 | -1 | 7 | 2 | 2 | -9 | 0
CCN(CC)CCN1C(=O)C(O)=C(C(=O)c2sc(C)nc2C)C1c1cccnc1 (stereo not given) | -18 | 0.2 | 2.2 | -4 | -5 | -2 | -4 | 26 | 1
CCN(CC)C(=O)CSc1nnc(-c2cc(OC)cc(OC)c2)o1 | -2 | 0.0 | 2.1 | 0 | 1 | -5 | 1 | 10 | 1
O=c1c2cnn(-c3ccccc3)c2ncn1CCc1ccccc1 | -6 | -0.1 | 2.5 | -4 | -5 | 1 | -2 | 2 | 1
N#Cc1c(-c2ccccc2)nc(SCC(=O)NC2CCCCC2)[nH]c1=O | 2 | 0.0 | -0.9 | 2 | -1 | -4 | 3 | 2 | 1
Cc1ccc(O)c(N=Cc2sc3ccccc3c2Cl)c1 | 7 | -0.1 | -0.8 | 1 | -1 | 3 | 2 | 11 | 5
CCCNC(=O)C(Cc1ccc(F)cc1)NC(=O)c1ccc(C#N)cc1 (stereo not given) | 6 | 0.0 | -2.0 | · | 1 | 1 | · | 1 | ·
O=[N+]([O-])c1ccccc1OCCN1CCOCC1 | -8 | 0.0 | -2.2 | 6 | 8 | -4 | 11 | 3 | -3
COc1cccc(/C=N/NC(=S)Nc2cccnc2)c1 | 15 | -0.1 | 1.4 | 6 | 0 | 10 | -14 | 13 | -2
COc1cccc(C(=O)NCCS(=O)(=O)NCCCc2ccccc2)c1 | 4 | -0.1 | 0.0 | 1 | 0 | -2 | -4 | 4 | 0
O=C(c1ccc(-c2cc3ccccc3oc2=O)cc1)N1CCN(c2ccc(Cl)cc2[N+](=O)[O-])CC1 | 4 | 0.1 | 3.6 | 4 | 16 | 16* | 19 | -4 | 2
COc1ccccc1NS(=O)(=O)c1cccc(C(=O)NN=C2CCCC2)c1 | -1 | -0.1 | 1.8 | 0 | 1 | -3 | 3 | 3 | 0
O=C(Nc1ccc2c(c1)OCO2)C1CCCN1C(=O)NCc1ccccc1 (stereo not given) | 12 | -0.1 | 1.3 | -1 | -4 | 2 | 2 | 0 | 2
Cc1ccc(NC(=O)CSc2nnc(CSc3nc(C)cc(C)n3)n2Cc2ccco2)c(C)c1 | -3&-3 | 0.0 | 1.2 | -1 | 2 | 0 | 3 | -19 | 1

Screening data as filed in PubChem BioAssay.
